Compound activity: PubChem BioAssay, National Center for Advancing Translational Sciences (NCATS)
GLP1R inv ag: GLP-1 receptor (human) inverse agonism; HEK293 GLP-1R CRE-luciferase, luminescence, 24 h; GLP-1R form is constitutively active; P43220; 1.6% of 410,000 active; AID 624417; Potency, µM (highest dose often 38.3 µM), for inactives: at the top dose activity change, negative = inhibition, usual class: inhibitors; also: potency is read from the fitted curve at half-maximal effect; % is scaled to controls: 0 for no effect and ±100 for the full control effect; nearly all actives have a fitted effect of over 55% in size
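Readout was luciferase luminescence, measured 12 min after detection reagent at room temperature. Beforehand, GLP-1R reporter HEK293 cells had sat 12 h, then received compounds for 24 hr at 37 deg C.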
DRD3 antagonist: antagonists of human D3 dopamine receptor | D3R cells, DiscoveRx beta-arrestin luminescence, antagonist mode; stronger effect = lower value | 2.5% of 360,000 active | AID 652054 | P35462 | max response, negative = inhibition, %; in the data active = max response below about -50%; inconclusive = no clear call, values can overlap the other calls; also: % is scaled to controls: 0 for no effect and ±100 for the full control effect; mostly tested at two doses, the higher about 12 µM
Target sequence (P35462 whole entry, looked up): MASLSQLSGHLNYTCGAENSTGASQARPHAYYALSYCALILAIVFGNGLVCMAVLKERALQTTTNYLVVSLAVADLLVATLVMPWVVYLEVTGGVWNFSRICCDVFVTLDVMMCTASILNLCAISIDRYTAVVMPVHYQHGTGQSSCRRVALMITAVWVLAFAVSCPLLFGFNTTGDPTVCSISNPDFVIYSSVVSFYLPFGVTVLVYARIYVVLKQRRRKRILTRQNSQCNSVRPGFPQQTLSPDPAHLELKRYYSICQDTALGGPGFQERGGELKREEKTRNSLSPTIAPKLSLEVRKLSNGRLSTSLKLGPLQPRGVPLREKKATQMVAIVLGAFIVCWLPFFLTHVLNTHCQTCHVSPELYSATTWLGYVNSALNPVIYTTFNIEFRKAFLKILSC
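Cells expressing the human receptor were seeded at 1500 cells/well, incubated overnight at 37 degrees C in 5% CO2, then exposed to library compounds with dopamine controls for 90 minutes at 37 degrees C before luminescent detection.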
aSyn yeast inh: inhibitors of alpha-synuclein toxicity in yeast; Yeast expressing alpha-synuclein, growth rescue, BacTiter-Glo, 24 h; Potency, µM (series often up to 46.1 µM), for inactives: at the top dose growth rescue (activation), hits mostly activators; 0.14% of 370,000 active; AID 652106; also: potency is read from the fitted curve at half-maximal effect; % of control where 0% means no effect; nearly all actives have a fitted effect of over 65% in size
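Screening used galactose-induced yeast with toxic alpha-synuclein levels, exposed to compound for 24 hr at 30 deg C. Cell growth, read with BacTiter-Glo luminescence, gave the measured signal.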
Akt phos inh: inhibitors of Akt phosphorylation. Neuro2A IGF-stimulated pAkt S473 HTRF, 20 min; stronger effect = lower value. activity change, % for hits at 50 µM. 0.32% of 360,000 active; in the data active = activity change below about -80%; inconclusive = mostly about -51% to -80%; also: % is scaled to controls: 0 for no effect and ±100 for the full control effect
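Neuro2A cells (4,500/well, DMEM with 0.5% FBS) were treated with compound at a single 50 µM final concentration, stimulated with 6 nM IGF for 20 min at 37 °C, and lysed. Phospho-Akt Ser473 was read by HTRF as 665/615 ratio ×10^4.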
FUS yeast rescue: FUS proteinopathy suppression in yeast | S. cerevisiae FUS-expressing, growth rescue, OD600, 24 h | 0.24% of 390,000 active | Potency, µM (top dose mostly 76.6 µM), inactives show top-dose growth rescue (activation), most hits filed as activators;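 also: potency is read from the fitted curve at half-maximal effect; plate controls were DMSO vehicle for no effect and reference control for full effect; nearly all actives have a fitted effect of over 55% in size; some results filed as inactive show a strong effect at the top dose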
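Galactose (2%) drives FUS expression in yeast precultured in raffinose; seeding density OD 0.005. Test compounds incubated 24hr at 30C and 99% humidity before absorbance at 600 nm was measured.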
Abeta rescue: compounds reversing amyloid beta toxicity in yeast; AID 1347071; Potency, µM (titrated, usually from 46.1 µM), without a hit: at the top dose growth rescue, hits mostly activators; 0.063% of 410,000 active; yeast expressing A-beta42, growth rescue, OD600, 48 h; response scale: 0% DMSO, 100% iron-clioquinol control; also: potency is read from the fitted curve at half-maximal effect; nearly all actives have a fitted effect of over 55% in size
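Growth rescue measured by 600 nm absorbance after 48 h yeast culture at 30 C with compound. Values normalized between DMSO and an equimolar ferric chloride plus clioquinol control.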
TDP43 rescue: rescues yeast growth from TDP-43 toxicity. 1.8% of 410,000 active. Potency, µM (highest dose often 46.1 µM), inactives show at the highest dose growth rescue (activation), most hits filed as activators. TDP-43 expressing yeast growth rescue, BacTiter-Glo, 24 h; also: potency is read from the fitted curve at half-maximal effect; % of control where 0% means no effect; nearly all actives have a fitted effect of over 50% in size
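Growth rescue of TDP-43-toxic yeast measured as ATP luminescence (BacTiter-Glo). Cells grown to mid-log in raffinose, induced in galactose at OD600=0.02, exposed to compound 24 hr at 30 deg C.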
GLP-1R agonist: agonists of human GLP-1 receptor; P43220; HEK293 GLP-1R CRE-luciferase, luminescence, 4-6 h; cells express a hypersensitive GLP-1R form; Potency, µM (highest dose often 45.6 µM), without a hit: top-dose activation, actives largely listed as activators; 0.007% of 380,000 active; also: potency is read from the fitted curve at half-maximal effect; % of control where 0% means no effect
PTHR1 agonist: activates the human parathyroid hormone receptor PTHR1 | HEK293 GP2 PTHR1 cells, GloSensor cAMP luminescence, 1 h | Potency, µM (titrated, usually from 115 µM), for inactives: at the top dose activation, usual class: activators | 0.075% of 410,000 active | AID 743266; also: potency is read from the fitted curve at half-maximal effect; nearly all actives have a fitted effect of over 55% in size; some results filed as inactive show a strong effect at the top dose; inactives centre near -15; many of its hits are not listed in these tables
Target sequence (Q03431 whole entry, looked up): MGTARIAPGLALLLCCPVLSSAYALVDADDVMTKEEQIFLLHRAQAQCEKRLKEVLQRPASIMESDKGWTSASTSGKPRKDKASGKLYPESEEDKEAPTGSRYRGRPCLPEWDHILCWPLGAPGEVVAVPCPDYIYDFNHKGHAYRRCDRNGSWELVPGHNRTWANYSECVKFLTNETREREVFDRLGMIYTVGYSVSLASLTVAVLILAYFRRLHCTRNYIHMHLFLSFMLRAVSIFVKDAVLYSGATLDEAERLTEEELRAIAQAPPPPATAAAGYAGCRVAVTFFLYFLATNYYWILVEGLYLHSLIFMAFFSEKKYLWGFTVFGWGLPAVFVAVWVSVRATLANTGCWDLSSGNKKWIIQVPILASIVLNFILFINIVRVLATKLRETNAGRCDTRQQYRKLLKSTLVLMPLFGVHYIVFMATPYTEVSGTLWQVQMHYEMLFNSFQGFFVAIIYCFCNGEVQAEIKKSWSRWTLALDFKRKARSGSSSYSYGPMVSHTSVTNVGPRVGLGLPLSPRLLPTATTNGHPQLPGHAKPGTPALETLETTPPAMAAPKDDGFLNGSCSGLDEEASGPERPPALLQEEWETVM
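HEK-293-derived GP2 cells expressing PTHR1 and a GloSensor cAMP reporter, 3,000/well, plated overnight, given luciferin plus IBMX (each 0.5 mM as added) for 1 h at 37 °C, then compound for 1 h at 37 °C. Luminescence was read after 15 min at room temperature.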
An asterisk follows results filed as active; i = inactive; ? = inconclusive; . = no result given; [ ] = another dose, or the depositor's remark. Unless noted, calls follow the shape of the dose curve; as a rule, active = well fitted curve in the direction sought with a large enough effect; inconclusive = small, poorly fitted or top-dose-only effect, or another doubt; inactive = no such curve, though single readings can be large; an effect the other way counts as inactive or inconclusive. Some of the compounds tested (hit frequency here may not be typical).

SMILES	GLP1R inv ag	DRD3 antagonist	aSyn yeast inh	Akt phos inh	FUS yeast rescue	Abeta rescue	TDP43 rescue	GLP-1R agonist	PTHR1 agonist
Cc1ccccc1C(c1ccccc1Cl)N(C)C (stereo not given)	8%	-3	-3%	i	.	-14%	8%	0%	i
COc1cccc(C(CC(=O)Nc2cccc3ccccc23)NC(=O)c2ccccc2)c1 (stereo not given)	?	?	1%	i	28%	-3%	-27%	-9%	i
CNC(=O)Cn1ncc2c3ccccc3n(C)c2c1=O	-2%	18	1%	i	-25%	-8%	18%	9%	i
CNc1nc2c(c(=O)n(C)c(=O)n2C)n1CCCc1ccccc1	2%	15	0%	i	4%	1%	6%	1%	-1%
CNC(=O)C1CCC(Cn2c(=O)c3sccc3n(CC(=O)N3CCC(C)CC3)c2=O)CC1 (stereo not given)	2%	.	.	.	-15%	0%	?	.	-4%
Cc1cc2c(cc1C)C(c1ccccc1Br)CC(=O)N2 (stereo not given)	-27%	7	4%	i	.	1%	19%	0%	i
Cn1ccnc1SCC(=O)c1c(N)n(C)c(=O)n(C)c1=O	1%	2	2%	i	5%	11%	-14%	0%	-21%
NS(=O)(=O)c1ccc(NC(=O)CN2CCCN(S(=O)(=O)c3ccc(F)cc3)CC2)cc1	3%	5	0%	i	20%	-6%	-1%	6%	-19%
COc1ccc(-c2nc3c(c(=O)[nH]c(=O)n3Cc3ccccc3)n2Cc2ccccc2)cc1	0%	36	3%	i	15%	6%	10%	-1%	-2%[57.5 µM]
COc1ccc(Cc2nnc(Nc3ccc(C)cc3C)[nH]c2=O)cc1	?	-61*	-7%	-122%*	29%	17%	0%	-6%	i
CCN1CCN(C(=S)c2ccc(Cl)c(Cl)c2)CC1	0%	-51*	-2%	i	18%	3%	-9%	-8%	-6%[57.5 µM]
Cn1c(CNC(=O)c2ccco2)nnc1SCC(=O)Nc1cccc(Br)c1	0%	-10	-7%	i	1%	0%	5%	1%	-6%
COc1ccc(CNC(=O)c2ccc(CN3CCOCC3)cc2)cc1	2%	-27	1%	i	10%	9%	5%	-8%	-19%[57.5 µM]
O=C(Nc1ccccc1N1CCN(C(=O)c2ccccc2)CC1)c1ccc([N+](=O)[O-])o1	102%[activator]	18	-2%	i	0%	-3%	9%	19%	i
Cn1c(NCCCN2CCOCC2)nc2c1c(=O)n(Cc1ccc(Cl)cc1)c(=O)n2C	-10%	-26	1%	.	6%	20%	-20%	-4%	-5%[57.5 µM]
COC(=O)c1ccc(CN=C(NS(=O)(=O)c2ccccc2)c2ccccc2)cc1	1%	5	0%	i	6%	7%	13%	9%	i
CC(Oc1ccc(Br)cc1)C(=O)NC1CCCCCC1 (stereo not given)	?	-28	-5%	i	3%	2%	1%	-5%	-4%
COc1ccc(NC(C)=O)cc1S(=O)(=O)N(C)Cc1c(C)nn(-c2ccccc2)c1C	16%	-7	2%	i	-2%	5%	18%	6%	i
COc1ccc(NC(=O)COC(=O)/C=C/c2cnc3ccccc3n2)cc1	19%	-5	1%	i	12%	-12%	6%	8%	i
O=C(NCC1CCCN(Cc2cccc(C(F)(F)F)c2)C1)c1ccc(F)cc1 (stereo not given)	?	?	-1%	i	11%	-11%	-8%	11%	i
O=C(Nc1cccc(C(F)(F)F)c1)c1cccnc1N1CCN(CCO)CC1	0%	-6	-3%	i	14%	6%	-5%	-10%	0%[57.5 µM]
O=C(Nc1cccc(Br)c1)c1cc2ccccc2o1	-53%	?	-17%	i	-9%	-3%	?	-3%	i
CS(=O)(=O)Nc1ccc(C2=NN(C(=O)C3CCCCC3)C(c3cccs3)C2)cc1 (stereo not given)	?	12	11%	i	?	18%	30%	10%	-28%
Cc1cc(N/N=C2/CCCc3ccccc32)nc2ccccc12	?	-16	-11%	i	-3%	2%	1%	5%	23%

Three compounds out of the list, arranged by SMILES length, smallest number first:
SMILES	GLP1R inv ag	DRD3 antagonist	aSyn yeast inh	Akt phos inh	FUS yeast rescue	Abeta rescue	TDP43 rescue	GLP-1R agonist	PTHR1 agonist
Cc1cc(N/N=C2/CCCc3ccccc32)nc2ccccc12	?	-16	-11%	i	-3%	2%	1%	5%	23%
COc1ccc(CNC(=O)c2ccc(CN3CCOCC3)cc2)cc1	2%	-27	1%	i	10%	9%	5%	-8%	-19%[57.5 µM]
O=C(NCC1CCCN(Cc2cccc(C(F)(F)F)c2)C1)c1ccc(F)cc1 (stereo not given)	?	?	-1%	i	11%	-11%	-8%	11%	i

Carrying on:
SMILES	GLP1R inv ag	DRD3 antagonist	aSyn yeast inh	Akt phos inh	FUS yeast rescue	Abeta rescue	TDP43 rescue	GLP-1R agonist	PTHR1 agonist
CC(=NCCc1ccccc1)C1=C(O)COC1=O	16%	?	1%	i	-27%	1%	10%	-6%	i
COc1c(S(=O)(=O)N2CCN(c3ccc(F)cc3)CC2)ccc(Cl)c1Cl	0%	-2	-4%	i	26%	-7%	0%	-9%	i
CCOc1ccc(S(=O)(=O)N(C)c2ccc(OCC(=O)NCc3cccnc3)cc2)cc1	4%	-16	-8%	i	19%	-15%	-1%	9%	-24%
COc1ccc(OC)c(C(=O)NC2CCSc3ccccc32)c1 (stereo not given)	-23%	-3	-15%	i	3%	-38%[inhibitor]	?	18%	i
O=C(COC(=O)c1ccc([N+](=O)[O-])o1)Nc1cccc2ccccc12	6%	4	-15%	i	0%	-75%[inhibitor]	-9%[1.82 µM]	11%	i
COCC(=O)OCC(=O)Nc1ccccc1-c1ccccc1	24%	6	2%	i	20%	-8%	21%	0%	i
COc1cc(NC(=S)NC(=O)c2ccccc2F)ccc1NC(=O)c1ccco1	5%	-15	0%	i	34%	1%	-10%	-13%	i
CCOc1ccc(NS(=O)(=O)c2ccc(C(=O)N(C)CC(=O)Nc3ccccc3Br)cc2)cc1	-15%	15	2%	i	29%	2%	12%	1%	-2%
COc1c(C(=O)NCCSC(C)(C)C)ccc2ccccc12	?	-5	1%	i	34%	8%	4%	9%	-2%
O=C1CC(NS(=O)(=O)c2cccnc2)CN1c1ccc(F)cc1 (stereo not given)	11%	-20	1%	i	-5%	7%	-10%	9%	i
CC(C)c1cccc(-c2ccc3c(c2)S(=O)(=O)c2cccc(C(=O)NCc4ccccc4)c2C3=O)c1	-5%	77	-2%	i	-15%	-10%	-4%	3%	-50%[inhibitor]
O=C(CN(c1cccc([N+](=O)[O-])c1)S(=O)(=O)c1ccccc1)NCc1cccnc1	-6%	1	-4%	i	10%	-3%	-7%	6%	i
COCc1ccc(C(=O)N2CCCC(N3CCN(c4cccc(Cl)c4)CC3)C2)s1 (stereo not given)	?	10	-1%	i	2%	9%	20%	4%	-57%
O=C(NC1=NCCS1)c1ccc(Cl)c(S(=O)(=O)N2CCCCC2)c1	-19%	-17	-9%	i	1%	-17%	-4%	0%	-31%
O=C(CN1CCN(c2ccc(F)cc2)CC1)Nc1cccc(C(F)(F)F)c1	?	?	-8%	i	-10%	?	12%	8%	-3%
O=C(CC(c1ccccc1)c1ccccc1)NCc1cccnc1	0%	11	1%	.	15%	11%	0%	5%	5%[57.5 µM]
CCn1nnnc1-c1ccc(OC)c(S(=O)(=O)Nc2ccc(S(N)(=O)=O)cc2)c1	5%	12	-9%	i	18%	-4%	-1%	-1%	-52%[inhibitor]
Cc1ccnc(NS(=O)(=O)c2ccc(Oc3ccccc3)cc2)c1	0%	19	.	.	7%	14%	-3%	5%	-20%
CN(C)C(CNC(=O)CNC(=O)Cc1cccc2ccccc12)c1ccccc1 (stereo not given)	?	-13	1%	i	-18%	-6%	1%	4%	i
O=C(COc1ccccc1)NCCc1cn2ccsc2n1	10%	-21	0%	i	-16%	-12%	-3%	11%	i
O=C(Nc1nnc(COc2ccc(Cl)cc2)s1)c1ccco1	17%[7.66 µM]	-2	-31%[inhibitor]	i	-9%	-8%	?	-1%	-16%
COc1ccccc1CNC(=O)C(Cc1c[nH]c2ccccc12)NC(=O)OCc1ccccc1 (stereo not given)	?	27	13%	i	.	19%	0%	-7%	i
CN(CCCC(=O)Nc1ccc(OC(F)F)cc1)S(=O)(=O)c1ccc(F)cc1	?	-11	16%	i	-4%	6%	16%	3%	-38%[inhibitor]
CCn1c(COc2ccc(C(C)C)cc2)nnc1SCC(=O)Nc1nccs1	0%	-9	1%	i	19%	-3%	-5%	2%	3%[57.5 µM]
COc1ccccc1NC(=O)c1ccc2nsnc2c1	-1%	-4	4%	i	3%	-1%	4%	11%	i
Cc1cc(C(=O)NCc2cccs2)cs1	19%	7	1%	i	.	28%	0%	-1%	i
CCn1c(SCC(N)=O)nnc1-c1cc2c(C)nn(-c3ccccc3)c2s1	9%	-5	-7%	i	.	15%	4%	13%	i
CCN(C(=O)COC(=O)c1nn(-c2ccccc2)c(=O)c2ccccc12)C1CCS(=O)(=O)C1 (stereo not given)	26%	3	-4%	i	16%	-12%	-29%	7%	0%
COc1ccc(S(=O)(=O)Nc2cc3c4c(c2)C(C)C(=O)N4CCC3)cc1OC (stereo not given)	15%	5	-4%	i	39%	-7%	-20%	7%	-8%
Fc1ccc(C(NCCc2ccc(Cl)cc2)c2nnc(-c3ccccc3Cl)o2)cc1 (stereo not given)	?	.	.	.	38%	4%	32µM*	.	-37%[inhibitor]
O=C(Cc1csc(-c2cccc(F)c2)n1)Nc1cccc(S(=O)(=O)NC2=NCCC2)c1	-2%	13	-2%	i	4%	-6%	0%	-2%	-35%
O=C(CSc1cccc[n+]1[O-])Nc1cccc(S(=O)(=O)NC2=NCCCCC2)c1	1%	19	0%	i	-27%	10%	10%	8%	i
COc1cc(C(=O)NC(c2ccccc2)c2ccccc2)cc(OC)c1OC	35%	2	3%	i	9%	6%	13%	14%	-18%
COc1ccc(-c2n[nH]c3c2cnc2ccc(F)cc23)cc1	23%	.	.	.	-10%	-15%	7%	.	i
COc1ccc(Cc2noc(-c3ccc(OC)c(OC)c3)n2)cc1OC	78%[activator]	15	2%	i	7%	2%	4%	?	i
